From PubChem
CHO parental Ca: counter-screen for OX1R antagonists: effect in parental CHO cells; inhibition, % at 5.6 µM; 330,000 tested, 0.63% active; parental CHO-K1, ATP-induced calcium, Fluo-8 fluorescence; AID 463079;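 active = inhibition above that plate's mean sample inhibition plus 3 SD, cut at about 26% in these data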;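 note: 0% = ATP-challenged DMSO wells and 100% = DMSO wells without ATP; some compounds past the cut are filed as inactive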
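Assay system – parental CHO cells · Reagent – ATP stimulus · Detection – intracellular calcium via Fluo-8 no-wash fluorescent dye · Evaluation – percent inhibition of ATP-evoked calcium rise, normalized to controls · Controls – ATP wells versus no-ATP DMSO wells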
CHO-K1 Ca antag: M1 antagonist counterscreen hit in parental CHO-K1 cells; inhibition, % at 3 µM; 360,000 tested, 0.6% active; ATP-induced calcium, Fluo-8 fluorescence; AID 602250;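 active = inhibition above a per-plate cutoff, the plate's mean sample inhibition plus 3 SD, cut at about 24% in these data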;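 note: 0% = DMSO plus EC80 ATP and 100% = DMSO alone without ATP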
TAAR1 agonist: agonists of human TAAR1 | CHO RD-HGA16 TAAR1, Fluo-8 calcium fluorescence; vehicle wells 0%, saturating PEA agonist 100% | activation, % at 3 µM | 360,000 tested, 0.99% active;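 active = activation above the mean activation of all test compounds in the run plus 3 SD, cut at about 38% in these data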
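Test system: RD-HGA16 (CHO) cells co-expressing Gα16 and hTAAR1 | Doses: Single dose, 3 µM | Schedule: 17-24 h seeding, 75 min 37 °C dye, 30 min RT | Evaluation: % activation from peak over basal fluorescence ratio, DMSO-to-PEA scaled | Technique: Kinetic Fluo-8 calcium fluorescence | Benchmarks: Low control DMSO, high control PEA (EC100)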
OXTR potentiate: human OXTR potentiation. AID 2445. 320,000 tested, 0.061% active. activation, % at 3 µM. CHO-OTR cells, Fluo-8 calcium fluorescence, potentiator mode; 0% = oxytocin EC15, 100% = EC100;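 active = activation above that plate's cutoff, the mean activation of tested compounds plus 3 SD, cut at about 6.6% in these data, passing the limit was not always enough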;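 note: 100% uses oxytocin at 75 nM as the full agonist control; some results filed as inactive read as strong as hits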
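Material: CHO-OTR cells, human receptor; compound dosing: single dose, 3.0 µM nominal final compound concentration; schedule: 6 min compound pre-incubation at room temperature, 100 s kinetic read; measured by: kinetic Fluo-8 calcium fluorescence; read-out basis: % activation vs EC15 and EC100 oxytocin; controls: EC15 oxytocin alone as 0%, 75 nM oxytocin as 100%; replicates: singlicate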
CHO-K1 Ca PAM: M1 PAM counterscreen hit in parental CHO-K1 cells | ATP EC20, Fluo-8 calcium fluorescence; 0% at ATP EC20, 100% at ATP max | activation, % at 3 µM | 360,000 tested, 0.02% active | AID 602247;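 active = activation above the run cutoff, the mean activation of all test compounds plus 3 SD, cut at about 40% in these data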;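 note: peak over basal fluorescence ratio in a 140 s read after ATP addition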
M1 ag: human M1 muscarinic receptor agonism; CHO-K1 hM1, Fluo-8 calcium fluorescence, agonist mode; 0% DMSO, 100% acetylcholine EC100; 360,000 tested, 0.33% active; activation, % at 3 µM;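 active = activation above the run's mean compound activation plus 3 SD, cut at about 16% in these data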;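 note: peak over basal fluorescence ratio within a 140 s kinetic read after compound addition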
Target sequence (P11229 whole entry, looked up): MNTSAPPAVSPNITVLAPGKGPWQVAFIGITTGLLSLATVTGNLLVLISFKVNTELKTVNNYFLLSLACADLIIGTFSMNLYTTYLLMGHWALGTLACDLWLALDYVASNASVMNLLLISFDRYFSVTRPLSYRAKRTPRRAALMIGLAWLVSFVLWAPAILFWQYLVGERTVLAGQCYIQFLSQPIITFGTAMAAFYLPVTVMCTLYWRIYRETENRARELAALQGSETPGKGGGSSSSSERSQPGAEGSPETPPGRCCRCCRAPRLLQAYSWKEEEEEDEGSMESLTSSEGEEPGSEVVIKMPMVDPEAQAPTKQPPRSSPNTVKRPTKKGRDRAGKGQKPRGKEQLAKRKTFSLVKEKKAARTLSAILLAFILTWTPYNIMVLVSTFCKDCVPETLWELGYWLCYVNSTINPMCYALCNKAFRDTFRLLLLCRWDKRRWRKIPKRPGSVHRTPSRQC
CHO-K1 Ca ag: nonselective activator or artifact in parental CHO-K1 cells; Fluo-8 calcium fluorescence; scaled to maximal ATP response, vehicle zero; 360,000 tested, 0.48% active; activation, % at 3 µM; in the data active = activation above about 15%;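 note: untransfected CHO-K1 host cells lacking M1 receptor as counterscreen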
V1R ag counter: counter-screen for oxytocin receptor agonists: human V1a receptor agonists. P37288. CHO-V1R cells, Fluo-8 calcium fluorescence, agonist mode; 0% DMSO, 100% 3 nM vasopressin. activation, % at 3 µM. 320,000 tested, 0.25% active. AID 2797;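 active = activation above the mean activation of all tested compounds plus 3 SD, per screening run, cut at about 20% in these data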;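 note: signal is peak over basal fluorescence ratio across a 100 second FLIPR read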
Target sequence (P37288 whole entry, looked up): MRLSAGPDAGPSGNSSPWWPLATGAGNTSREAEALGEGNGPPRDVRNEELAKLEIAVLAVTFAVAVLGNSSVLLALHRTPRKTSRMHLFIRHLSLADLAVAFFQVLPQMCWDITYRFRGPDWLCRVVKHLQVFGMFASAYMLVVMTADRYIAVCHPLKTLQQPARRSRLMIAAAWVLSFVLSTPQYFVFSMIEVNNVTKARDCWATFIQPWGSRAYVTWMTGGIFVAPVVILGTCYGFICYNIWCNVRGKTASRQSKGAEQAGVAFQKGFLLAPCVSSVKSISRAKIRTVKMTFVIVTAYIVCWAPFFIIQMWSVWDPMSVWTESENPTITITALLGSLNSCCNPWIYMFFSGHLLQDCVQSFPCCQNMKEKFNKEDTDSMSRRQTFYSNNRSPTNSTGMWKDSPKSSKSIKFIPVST
TAAR1 antagonist: antagonists of human TAAR1; CHO RD-HGA16 TAAR1, Fluo-8 calcium fluorescence, antagonist; inhibition, % at 3 µM; 360,000 tested, 1.5% active; Q96RJ0; AID 624466;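 active = inhibition above a per-plate cutoff, the mean inhibition of test compounds on that plate plus 3 SD, cut at about 49% in these data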;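 note: 0% = DMSO plus EC80 beta-PEA response and 100% = DMSO alone without agonist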
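Material: CHO RD-HGA16 cells bearing hTAAR1; compound dosing: one-point dosing, 3 µM nominal final; schedule: dye loading 75 min at 37 °C, then 30 min room temperature; measured by: calcium fluorescence with Fluo-8; control set: vehicle and agonist controls; replication: n of 1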
An asterisk follows results filed as active; · = not tested or not shown.

The line under a structure holds: CHO parental Ca	CHO-K1 Ca antag	TAAR1 agonist	OXTR potentiate	CHO-K1 Ca PAM	M1 ag	CHO-K1 Ca ag	V1R ag counter	TAAR1 antagonist
- Cc1cc(Cl)ccc1OCC(=O)NNC(=O)C1CSC2(C)CCC(=O)N12 (centres undefined)
    2	-5	1	2	4	-3	1.8	-0.5	-10
- CC(C)C(NC(=O)C12CC3CC(CC(C3)C1)C2)C(=O)N/N=C/C1=C(N2CCOCC2)C(=C\c2cccc([N+](=O)[O-])c2)/CC1 (centres undefined)
    -14	-10	-1	-3	11	-7	0.8	0.2	-2
- CC1=CC(C)(C)Nc2ccc(OC(=O)CN3C(=O)C4CCCCC4C3=O)cc21 (centres undefined)
    -6	-9	10	-6	10	-1	2.7	2.3	3
- COCCn1c(=O)[nH]c2cc(C(=O)Nc3cccc(F)c3)ccc2c1=O
    -9	-15	2	-6	20	3	1.4	-0.5	-12
- CCOC(=O)c1nnn(-c2ccccc2)c1C
    -3	4	14	-14	14	-5	0.1	-0.6	-7
- Cc1ccc(NC(=O)N2CCC(O)(c3cccnc3)CC2)cc1
    -5	-9	6	1	6	-5	0.0	0.0	-5
- COc1ccc(O)c(C(=O)CC(=O)c2ccncc2)c1
    ·	-4	-1	·	3	-5	-0.8	·	-11
- COc1ccc(OC)c(C(O)c2coc3ccc(O)c(CN4CCOCC4)c23)c1 (centres undefined)
    -19	9	·	-6	-9	-5	-0.2	0.2	·
- COc1ccc(CNC(=O)CCCOc2cc(=O)n(C)c3ccccc23)cc1
    -12	-11	8	-6	-3	-3	0.2	-0.3	0
- CCOC(=O)N1CCC(NC(=O)CS(=O)(=O)Cc2nc(-c3ccc(C)cc3)oc2C)CC1
    -7	7	0	-6	12	-1	5.6	0.2	-17
- CC1CCN(CC(=O)Nc2ccc(S(=O)(=O)N3CCCC(C)C3)cc2)CC1 (centres undefined)
    ·	-2	6	·	11	-8	18*	·	-21
- CCOc1cc(C(=S)N2CCOCC2)ccc1OS(=O)(=O)c1ccc(C)cc1
    -7	-6	1	-13	1	-3	0.9	3.1	-10
- COc1cccc2cc(-c3nc(-c4cccs4)cs3)c(=O)oc12
    -5	-18	6	-11	11	-2	3.2	1.7	15
- O=C(NCC1CCCCC1)c1cc(S(=O)(=O)N2CCOCC2)ccc1F
    -17	-15	39*	-1	4	-2	0.2	0.6	-26
- Cc1ccc(NC(=O)c2cc(S(=O)(=O)N(C)C)ccc2N2CCCC2)cc1F
    -10	-5	-1	-5	15	-6	0.7	2.5	-39
- O=C(CN(c1ccccc1)S(=O)(=O)c1ccccc1[N+](=O)[O-])NN=C1CCCCCCC1
    -14	-25	0	-3	15	-2	1.1	0.3	-3
- COc1cccc(NC(=O)CSc2nc3c([nH]c4ccccc43)c(=O)n2C)c1
    -16	-10	-1	-2	9	-9	0.1	-0.3	1
- O=C(Cc1c(Cl)cccc1Cl)OCC(=O)c1ccc[nH]1
    ·	-7	5	·	-11	-5	2.0	·	12
- COc1ccc(CCSc2nnc(C3CCCCC3)n2N)cc1
    -31	3	2	-9	-3	-3	0.1	-1.0	-12
- CCn1c(SCC(=O)Nc2ccc(C)cc2)nc2nc3c(cc2c1=O)COC(C)(C)C3
    -29	-2	3	-1	12	-2	1.2	-0.9	-18
- Cc1ccc(S(=O)(=O)N2CCC(C(=O)OCC(=O)N3CCC(C)CC3)CC2)cc1C
    -13	0	0	-3	14	-4	2.2	0.2	2
- COc1cccc(NC(=O)CSc2nc3ccccc3c(=O)n2CCCC(=O)N2CCCC2)c1
    -23	-5	8	3	24	-4	2.2	-1.5	-23
- COCCOC(=O)c1c(C)nc(SCC(=O)Nc2ccc(OC)cc2)c(C#N)c1-c1ccco1
    -12	-8	4	-7	16	-3	0.1	1.2	-6
- Cc1ccc(S(=O)(=O)Nc2nnc(C(C)(C)C)s2)cc1
    ·	-5	-1	·	1	-3	0.6	·	-28
- Cc1ccc(C(=O)n2cnnc2N)cc1
    0	0	16	-7	20	-4	0.3	1.0	8
- O=C(Cc1ccc(Cl)cc1)Nc1ccccc1N1CCN(C(=O)c2ccccc2)CC1
    -19	-10	18	-12	17	1	9.8	11	42
- O=S(=O)(c1cccs1)N1CN(Cc2cccs2)c2nc3ccccc3nc21
    -24	-3	6	-4	17	-1	1.4	0.5	-35
- COC(=O)c1ccccc1NC(=S)N1CCOCC1
    -4	-4	7	-7	18	-1	0.1	0.0	-11
- Nc1ccc(-n2cc(-c3ccccc3)[nH]c2=S)cc1
    -14	5	1	8	-7	-5	0.5	-0.6	-17
- O=C(Nc1ccccc1[N+](=O)[O-])c1nc[nH]c1C(=O)NCCO
    -2	5	1	-9	7	-5	0.3	-0.7	-1
- CN(C)CCNC(=O)/C=N/O
    9	0	0	-6	-1	26*	-0.1	1.4	-3
- CC1CCCC(NC(=O)c2nn(C)c3c2CS(=O)(=O)c2ccccc2-3)C1C (centres undefined)
    -19	-8	8	-16	-11	-1	5.3	5.3	33
- Cc1cccc2cc3c(nc12)-c1ccccc1C3=O
    -7	-12	-3	-12	-16	-3	-0.7	-0.6	-18
- Cn1c(N)c(C(=O)COC(=O)C2CC(=O)N(Cc3ccccc3)C2)c(=O)n(C)c1=O (centres undefined)
    -8	-7	2	1	9	0	-0.1	0.7	-9
- O=C(NCc1cccnc1)C(=O)NCC1OCCN1S(=O)(=O)c1ccc(F)cc1 (centres undefined)
    -2	-5	4	-3	15	-5	0.4	0.6	-26
- NC(=O)CSc1nnc(-c2ccco2)n1N
    -2	-42	8	-4	13	1	0.4	0.2	-9
- COc1ccccc1OCC(=O)N1CCCC(Nc2ccc(C)c(C)c2)C1 (centres undefined)
    -4	1	2	-1	-5	-3	5.0	-0.3	-11
- CCCCNC(=O)C1(C)CCN1C(=O)c1ccc2sccc2c1 (centres undefined)
    ·	-13	1	·	14	-4	0.6	·	-11
- COc1ccc(C(CNC(=O)COc2cc(C)c(Cl)c(C)c2)N2CCCCC2)cc1 (centres undefined)
    -16	-9	8	-9	22	-5	2.0	1.8	-21
- COC(=O)c1cc2oc(C)cc2n1CC(=O)Nc1ccc(C)c(C)c1
    -10	-6	7	8	-3	-9	0.0	-0.8	1
- CCOc1ccc(/C=C/C2=Cc3c(sc(NC(=O)CSc4n[nH]c(N)n4)c3C#N)C(C)(C)C2)cc1
    0	21	14	2	-3	-1	1.8	9.3	0
- CCOc1ccc2nc(N(CCN(CC)CC)C(=O)c3cccc([N+](=O)[O-])c3)sc2c1
    -2	-12	0	1	2	-6	0.0	0.1	-17
- Cc1ccc(S(=O)(=O)NN2C(=O)c3ccccc3NC2c2ccccc2O)cc1 (centres undefined)
    -23	1	1	-2	-1	-3	-0.4	0.9	10
- NNc1ncnc2c1cnn2-c1ccccc1
    2	-9	-2	-4	13	-3	1.2	0.2	-11
- CC(=O)Nc1ccc(-c2ccnc3c2CC(C)(C(=O)NCc2ccc(N(C)C)cc2)O3)cc1 (centres undefined)
    ·	3	0	·	-12	-2	0.0	·	-5
- CCSc1nnc(NC(=O)c2nn(C(C)C)c(=O)c3ccccc23)s1
    -20	-24	9	-13	0	-2	1.1	-1.1	-12
- Cc1cc(N2C(=O)c3ccc(C(=O)Nc4ccc(O)cc4C(=O)O)cc3C2=O)no1
    5	-1	-1	3	16	0	0.0	1.6	-25
- CCOC(=O)c1sc2cc([N+](=O)[O-])cc(SCC(=O)OC)c2c1N
    -10	-4	26	-10	15	0	3.1	6.0	23
- CC1CCCN(C(=O)C2CCN(S(=O)(=O)c3cccc4cccnc34)CC2)C1 (centres undefined)
    -18	-1	4	1	15	1	3.1	2.7	3
- CCOc1ccc(N/C(C)=C\C(=O)c2ccc3c(c2)OCCO3)cc1
    -32	-1	0	-10	2	-9	0.3	0.4	-14
- CC(C)=CCCC1(C)C=Cc2c(ccc3c2[nH]c2cc(O)c(C)cc23)O1 (centres undefined)
    -6	0	4	-7	-11	-2	0.3	-1.2	-32
- COc1ccc2c(c1)c(C(=O)CN1CCC3(CC1)OCCO3)c(C)n2C
    -11	-11	-1	-6	20	-2	0.5	2.3	-9
- COc1cc(-c2cc(=O)c3ccc(O)cc3o2)cc(OC)c1OC
    ·	6	1	·	-1	-3	1.4	·	2
- COc1cc2c(cc1OC)C(COc1ccc(F)cc1)N(C(=O)c1ccco1)CC2 (centres undefined)
    -12	-31	11	-4	4	-4	3.3	-0.4	41
- O=C(CNC(=O)c1ccccc1F)NCCCN1CCCC1=O
    -8	8	1	-8	4	-2	0.2	0.1	-13
- CC(=O)N1CCc2cc(C(=O)CN3CCN(c4ccccc4F)CC3)ccc21
    -14	2	14	-4	0	-6	0.0	-0.9	-11
- O=C(c1ccc(COc2ccccc2Br)cc1)N1CCCCCC1
    -5	2	2	-19	14	-9	1.2	1.2	21
- O=C(O)c1c[nH]ccc1=O
    -1	18	10	-5	-3	-3	-0.3	-0.1	-1
- CCOC(=O)c1sc(NC(=O)CSc2nc(C)cc(C(F)(F)F)n2)c(C#N)c1C
    5	-5	0	2	24	-1	1.0	0.1	-1
- Cc1ccc(-c2nnc(Nc3ccc(O)cc3)c3ccccc23)cc1S(=O)(=O)NCCO
    ·	10	0	·	2	-2	12	·	-29

Two records drawn at random from the list so far, as already listed:
The line under a structure holds: CHO parental Ca	CHO-K1 Ca antag	TAAR1 agonist	OXTR potentiate	CHO-K1 Ca PAM	M1 ag	CHO-K1 Ca ag	V1R ag counter	TAAR1 antagonist
- CCOc1ccc2nc(N(CCN(CC)CC)C(=O)c3cccc([N+](=O)[O-])c3)sc2c1
    -2	-12	0	1	2	-6	0.0	0.1	-17
- COC(=O)c1cc2oc(C)cc2n1CC(=O)Nc1ccc(C)c(C)c1
    -10	-6	7	8	-3	-9	0.0	-0.8	1

Further entries.
The line under a structure holds: CHO parental Ca	CHO-K1 Ca antag	TAAR1 agonist	OXTR potentiate	CHO-K1 Ca PAM	M1 ag	CHO-K1 Ca ag	V1R ag counter	TAAR1 antagonist
- CCOCCCN(C(=O)c1snc(C(N)=O)c1N)C(C(=O)NC1CCCC1)c1ccc(O)c(OC)c1 (centres undefined)
    -6	-10	0	-6	-10	6	0.6	-0.1	-4
- CCN(C(=O)CSc1nnc(C)n1-c1ccccc1)C1CCS(=O)(=O)C1 (centres undefined)
    -3	-9	4	-2	17	-1	0.8	1.2	-26
- Cc1cccc2sc(=S)[nH]c12
    ·	-7	3	·	13	-2	1.0	·	-27
- Cc1ccc(N=Cc2ccc[nH]2)c(O)c1
    -4	1	5	1	9	-4	0.1	2.1	9
